miR122 inh = miR-122 inhibition in Huh7 cells; activation (reporter increase), % at 12.5 µM; AID 602342; Huh7 miR-122 Renilla luciferase sensor, 48 h; neutral wells = 0, positive control = 100; 0.3% of 340,000 active;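 active = mean replicate activation score at least 90 and every replicate individually at or above 90; inconclusive = only one of the two criteria met; inactive = neither criterion met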;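 also: higher luciferase means less miR-122 activity so hits act as miR-122 inhibitors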
Cneo AK release = causes C. neoformans cell lysis; adenylate kinase release luminescence, 4 h; normalised: neutral wells 0, clomiphene wells 100; lysis activity, % at 15 µM; 0.2% of 360,000 active; AID 651654;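 active = mean lysis activity across replicates of at least 80%, whatever share of replicates individually reach that level; inactive = mean lysis activity below 80%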
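Material: C. neoformans cells | Amount: Yeast cell density of 5 × 10^6 cells/mL | Medium: Fresh YPD growth medium | Dosing: Single dose | Times: Static 4 h at 37 °C with compound, 1 h detection | Detection: AK luminescence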
ERAP1 inh = inhibitors of human ERAP1 aminopeptidase | AID 652197 | recombinant ERAP1, Leu-AMC fluorescence, 60 min | 0.15% of 340,000 active | inhibition, % at 10.7 µM | Q9NZ08;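 active = mean replicate inhibition of at least 30%, or all replicates individually reaching that 30% level; inactive = mean below 30% and not every replicate reaching it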;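 also: 0% = neutral control wells and 100% = L-leucinethiol positive control wells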
Target sequence (Q9NZ08 whole entry, looked up): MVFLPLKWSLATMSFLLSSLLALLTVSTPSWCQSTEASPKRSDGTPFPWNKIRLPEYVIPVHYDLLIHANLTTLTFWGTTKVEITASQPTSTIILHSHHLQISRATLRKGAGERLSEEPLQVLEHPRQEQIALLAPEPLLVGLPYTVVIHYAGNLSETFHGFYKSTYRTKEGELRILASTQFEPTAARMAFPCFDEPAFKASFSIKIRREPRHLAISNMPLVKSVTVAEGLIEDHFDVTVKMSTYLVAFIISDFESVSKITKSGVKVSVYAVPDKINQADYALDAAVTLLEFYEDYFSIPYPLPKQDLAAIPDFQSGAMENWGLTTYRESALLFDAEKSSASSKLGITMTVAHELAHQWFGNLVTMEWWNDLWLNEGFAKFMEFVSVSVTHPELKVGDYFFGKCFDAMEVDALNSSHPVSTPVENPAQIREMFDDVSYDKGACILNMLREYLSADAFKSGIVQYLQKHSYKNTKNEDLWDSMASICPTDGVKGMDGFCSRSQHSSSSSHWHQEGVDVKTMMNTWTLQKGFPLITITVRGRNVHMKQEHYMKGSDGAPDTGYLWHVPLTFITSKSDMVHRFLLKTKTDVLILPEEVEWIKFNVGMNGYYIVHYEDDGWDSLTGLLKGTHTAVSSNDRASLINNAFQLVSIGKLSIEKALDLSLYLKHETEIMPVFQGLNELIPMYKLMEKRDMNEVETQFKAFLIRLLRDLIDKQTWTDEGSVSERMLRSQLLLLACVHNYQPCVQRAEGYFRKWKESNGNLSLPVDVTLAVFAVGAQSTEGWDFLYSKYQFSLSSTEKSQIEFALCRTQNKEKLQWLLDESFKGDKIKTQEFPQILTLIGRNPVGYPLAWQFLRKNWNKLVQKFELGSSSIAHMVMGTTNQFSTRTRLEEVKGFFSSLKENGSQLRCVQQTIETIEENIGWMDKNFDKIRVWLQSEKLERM
PglD DTNB = blocks C. jejuni PglD acetyltransferase activity; purified PglD enzyme, DTNB colorimetric CoA detection; inhibition, % at 12.5 µM; 0.098% of 360,000 active; AID 602405; in the data active = inhibition above about 16%, passing the limit was not always enough; inconclusive = no clear call, values can overlap the other calls; also: strong numbers were not always called active
PGC1a acetyl inh = PGC1a acetylation modulation, inhibitor mode | U2OS PGC1a acetylation, AlphaScreen anti-acetyl-lysine; with virally co-expressed GCN5 acetyltransferase | inhibition, % at 15.6 µM | 0.17% of 350,000 active;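 active = every replicate shows inhibition of at least 40%; inconclusive = mean inhibition at least 40% but some replicate below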;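 also: 0% = neutral control wells and 100% = positive control wells; some results beyond the cut were filed as inactive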
E-sel inducer = E-selectin induction on HUVECs | activation, % at 7.58 µM | P16581 | HUVEC E-selectin immunofluorescence imaging; normalized: neutral wells 0, TNF-alpha wells 100 | 0.37% of 260,000 active;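 active = mean E-selectin-positive cell signal at least 10% of the positive control, reached in at least 60% of replicates, without over 20% cell loss; inconclusive = no rule given, readout overlaps actives, possibly toxicity-flagged; inactive = the rest, including those meeting only one limit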;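 also: in these data hits start at about 27%; measured in HUVEC primary endothelial cells; signal is the percent of cells scored E-selectin positive by PE staining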
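Assay system: HUVEC primary endothelial cells. Input: 3,000 HUVEC seeded per well. Doses: one compound dose added by pin transfer. Read-out basis: % PE-positive cells. Benchmarks: TNF-alpha high, DMSO low. Detection: immunofluorescence imaging. Buffer or medium: EGM-2, gelatin.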
RAD54 branch = inhibitors of human RAD54 branch migration. Q92698. RAD54 Holliday junction branch migration, FAM/BHQ fluorescence. inhibition, % at 10.4 µM. 0.14% of 360,000 active. AID 602329;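 active = mean normalized replicate activity at least 40 and at least half of replicates scoring 40 or more; inconclusive = only one of the two criteria met; inactive = mean below 40 and under half of replicates reaching 40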;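 also: 0% = median of neutral control wells and 100% = median of positive control wells; inhibitors cause a drop in the FAM fluorescence signal; in these data hits start at about 50%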
RAD52 inh = inhibitors of human RAD52 DNA annealing; P43351; recombinant RAD52 DNA annealing, FRET fluorescence; inhibition, % at 18.7 µM; 0.46% of 360,000 active;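 active = every replicate showing at least 50% inhibition; inconclusive = mean inhibition at least 50% but not in every replicate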
* = called active by the depositor; i = inactive; ? = inconclusive; / = not tested or not shown; & = joins results of further samples; [ ] = remark or other dose.

SMILES	miR122 inh	Cneo AK release	ERAP1 inh	PglD DTNB	PGC1a acetyl inh	E-sel inducer	RAD54 branch	RAD52 inh
CCCCCCCC(=O)OCC(COC(=O)CCCCCCC)OC(=O)CCCCCCC	-4	1	-7	0	12	/	-7	-8
O=C(Nc1cnn(Cc2ccc(Cl)c(Cl)c2)c1)C12CC3CC(CC(C3)C1)C2	-6	2	/	4	/	/	-3	/
COc1ccccc1C(=O)NCC1(c2ccccc2)CCCC1	-4	/	2	/	-5	-1.5	/	-10
COc1cc(OC)c2ccc(=O)oc2c1C(CC(=O)N1CCCC1)c1ccc2c(c1)OCO2 (stereo not given)	4	-1	3	-1	-13	0.0	1	-49
Cc1cc(=O)oc2cc(OCC(=O)NCCCn3ccnc3)ccc12	/	-3	-2	-3	/	/	2	2
COc1cccc(NC(=O)CN(C)C(=O)c2c(C)nn(CC(C)C)c2Cl)c1	1	-1	-2	1	-1	0.1	0	-5
COc1ccccc1NC(=O)/C=C/c1ccc(OC)c(S(=O)(=O)N2CCOCC2)c1	4	7	3	-8	-1	0.2	7	-5
CN1CCC(N(C)S(=O)(=O)c2ccc(F)cc2F)CC1	/	0	2	1	/	0.1	9	-1
O=C(Nc1ccc(C(=O)N2CCOCC2)cc1)c1ccc([N+](=O)[O-])cc1	4	-2	0	0	-7	/	4	1
Cc1cccc(-n2nc(C(=O)Nc3ccccc3)n3c(=O)cc(-c4ccccc4)nc23)c1	3	0	/	2	5	/	3	/
O=C(NC1CC2CCCC(C1)N2S(=O)(=O)c1ccccc1)c1ccccc1 (stereo not given)	-7	-2	/	-1	5	-0.7	-5	/
COc1cccc2c1C(=O)c1c(O)c3c(c(O)c1C2=O)C[C@@](O)(C(=O)CO)C[C@@H]3O[C@H]1C[C@H](N)[C@H](O)[C@H](C)O1	-69	1	7	3	-19	58*	-94	i
O=C(O)/C=C/c1cn(Cc2ccccc2)nc1-c1ccc(Cl)cc1	-1	3	-1	7	0	7.4	-3	-20
Nc1ccn([C@@H]2O[C@H](CNCc3ccc(Oc4cc(-n5cccn5)ncn4)cc3)[C@@H](O)[C@H]2O)c(=O)n1	-6	2	7	-1	/	0.0	-4	-16
COc1ccc(C(CNS(=O)(=O)c2ccc(C)cc2)N2CCN(C)CC2)cc1 (stereo not given)	-3	0	-4	7	/	-0.3	-9	-4
CN(NC(=O)COc1ccccc1)C1=NS(=O)(=O)c2ccccc21	/	/	4	/	-1	7.3	/	-9
COc1ccc(N2CCCC2)c(NC(=O)COc2ccccc2)c1	2	2	-1	-1	7	0.3	3	-3
O=C(CCC(=O)c1cccs1)NNC(=O)c1ccccc1O	4	0	-1	-4	5	-1.9	-5	-22
COc1ccc(CCNC(=O)c2nn(C)c3c2CS(=O)(=O)c2ccccc2-3)c(OC)c1	-8	-1	-1	7	11	9.0	7	1
O=C(/C=C/c1cccc([N+](=O)[O-])c1)c1ccco1	/	0	0	-6	/	/	-7	-12
Cc1ccc(S(=O)(=O)NCc2ccccc2)cc1C(=O)N1CC(C)CC(C)C1 (stereo not given)	64	1	-2	4	2	0.1	-2	-10
CCn1c(SCC(=O)Nc2ccccc2OC)nc(O)cc1=O	-8	1	4	1	6	14	2	-8
Cc1onc(-c2ccccc2)c1C(=O)Nc1ccc2c(c1)OCCO2	1	5	1	7	-8	/	3	-2
N#Cc1c2c(c(-c3ccccc3)[nH]c1=O)CCCC2	/	-1	-2	-3	7	/	1	-24
CCOC(=O)c1ccc2c(c1)nc(-c1ccc(F)cc1)c1nccn12	7	0	1	-6	-7	2.7	-5	-9
SMILES	miR122 inh	Cneo AK release	ERAP1 inh	PglD DTNB	PGC1a acetyl inh	E-sel inducer	RAD54 branch	RAD52 inh
COc1ccc(NC(=O)Nc2cccc3c2O[C@@H](CN(C)S(=O)(=O)c2ccc(F)cc2)[C@@H](C)CN([C@H](C)CO)C3=O)cc1	3[16.7 µM]	16	/	1	-3	/	1	/
COc1ccccc1S(=O)(=O)N(C)C[C@@H]1OCc2cnnn2CCCC(=O)N([C@@H](C)CO)C[C@@H]1C	-3	1&-5	-1&-1	1&-1	2&9	-0.2	-3&4	-2&26
COc1cc(S(=O)(=O)N2CCN=C2c2ccccc2)c(OC)cc1Cl	/	3	5	-1	/	0.0	2	20
CCCC(C)n1[nH]c(=O)cc1N (stereo not given)	3	0	/	1	-4	/	7	/
Cc1ccc(C(=O)O)cc1N1C(=O)CCCC1=O	-1	/	-3	/	-8	-0.8	/	-9
CCOc1cccc(/C=C2/NC(=O)N(CC(=O)Nc3cccc(C)c3)C2=O)c1O	1	39	0	0	-8	/	6	-86
CC(C)C[C@@]12C(=O)N(c3cccc(Br)c3)C(=O)N1[C@H](c1ccc(F)cc1)[C@@H]1C(=O)N(C3CCCCC3)C(=O)[C@@H]12	/	1	-3	0	/	-0.1	4	1
CCOC(=O)c1sc(NC(=O)CCSC)nc1C	-6	1	/	5	/	/	-1	/
CN(C#N)c1nc(N2CCOCC2)nc(N2CCOCC2)n1	-2	-1	/	-19	4	/	-9	/
FC(F)(F)c1ccc(CN2C[C@@H]3C(c4ccc(C(F)(F)F)cc4)C4(c5cccnc5)CC3(C4)[C@H]2c2ccccc2)cc1 (stereo not given in full)	-4	1	-1	-2	-5	-0.1	-10	-42
CC1(C)Cc2c(cnn2-c2ccc(F)cc2)C(NC(=O)c2cnccn2)C1 (stereo not given)	-6	1	-2	-1	/	-0.3	5	-15
C[C@H]1CN([C@@H](C)CO)C(=O)c2cc(-c3cccnc3)cnc2O[C@H]1CN(C)C(=O)c1cccc(F)c1	-4[16.7 µM]	0	3	2	1	0.1	0	16
Nn1c(SCC(=O)NC2CCCC2)nnc1C(F)(F)F	-9	1	-3	1	6	-0.1	1	-11
O=S1(=O)CC(N2CCCCC2)CN1C1CCCCC1 (stereo not given)	-4	3	-6	-6	15	0.0	4	0
O=C(CCCN1C(=O)/C(=C/c2ccccc2Cl)SC1=S)NCCCN1CCOCC1	0	-1	2	-8	4	0.5	0	-2
Cc1ccc(C)c(Nc2cc(C)nc3ncnn23)c1	-2	6	-3	-1	0	0.1	10	7
Cc1cc(NC(=O)CSc2nccn2-c2ccc(Cl)cc2)no1	1	-4	/	4	1	/	-16	/
CCCCCC1C(C(=O)OCC)C(=O)NC1(C(=O)OCC)C(=O)OCC (stereo not given)	-9	0	0	-2	/	/	1	-5
Cc1nnc(SCC(=O)N2CC(=O)Nc3ccccc32)n1Cc1ccccc1	0	2	/	3	-1	/	7	/
Cc1ccc(S(=O)(=O)NCc2ccc3c(c2)cc(C)n3C)cc1	0	0	1	-6	-2	63*	2	-4
O=C(CN1CCN(S(=O)(=O)c2ccccc2)CC1)Nc1ccccc1C(=O)NC1CC1	/	0	0	-2	/	/	8	-8
Cc1c(C(=O)N2CC[C@@H](N3CCC(O)CC3)[C@H](O)C2)[nH]c2ccc(Cl)cc12	3	0	4	0	10	/	3	-14
COc1cccc(-c2ccc([C@@H]3[C@@H](CO)N4C(=O)CN(C(=O)C5CCC5)C[C@@H]34)cc2)c1	/	/	-1	/	6	?	/	2
CC(C)NS(=O)(=O)c1ccc(CCC(=O)NCc2ccc3c(c2)OCO3)cc1	4	-1	/	6	11	/	1	/
Cc1ccc(S(=O)(=O)Nc2ccc3c(c2)CC(=O)N([C@H](C)CO)C[C@H](C)[C@@H](CN(C)Cc2ccncc2)O3)cc1	-1[16.7 µM]	-1	2	-2	0	1.8	-1	11

Nothing new here: 2 of the compounds above.
SMILES	miR122 inh	Cneo AK release	ERAP1 inh	PglD DTNB	PGC1a acetyl inh	E-sel inducer	RAD54 branch	RAD52 inh
CC(C)NS(=O)(=O)c1ccc(CCC(=O)NCc2ccc3c(c2)OCO3)cc1	4	-1	/	6	11	/	1	/
Cc1ccc(S(=O)(=O)Nc2ccc3c(c2)CC(=O)N([C@H](C)CO)C[C@H](C)[C@@H](CN(C)Cc2ccncc2)O3)cc1	-1[16.7 µM]	-1	2	-2	0	1.8	-1	11

Back to the main list with the 4 entries that preceded the break.
SMILES	miR122 inh	Cneo AK release	ERAP1 inh	PglD DTNB	PGC1a acetyl inh	E-sel inducer	RAD54 branch	RAD52 inh
Cc1c(C(=O)N2CC[C@@H](N3CCC(O)CC3)[C@H](O)C2)[nH]c2ccc(Cl)cc12	3	0	4	0	10	/	3	-14
COc1cccc(-c2ccc([C@@H]3[C@@H](CO)N4C(=O)CN(C(=O)C5CCC5)C[C@@H]34)cc2)c1	/	/	-1	/	6	?	/	2
CC(C)NS(=O)(=O)c1ccc(CCC(=O)NCc2ccc3c(c2)OCO3)cc1	4	-1	/	6	11	/	1	/
Cc1ccc(S(=O)(=O)Nc2ccc3c(c2)CC(=O)N([C@H](C)CO)C[C@H](C)[C@@H](CN(C)Cc2ccncc2)O3)cc1	-1[16.7 µM]	-1	2	-2	0	1.8	-1	11
O=C(c1ccccc1)N1C[C@H]2[C@@H](c3ccccc31)[C@@H](CO)N2C(=O)CN1CCOCC1	-33[16.7 µM]	-1	-3	-4	5	0.2	2	1
O=C(C[C@@H]1CC[C@H]2[C@@H](COC[C@H](O)CN2Cc2nccs2)O1)N1CCC(Cc2ccccc2)CC1	-1[16.7 µM]	0	-3	1	-6	0.0	0	3
Cc1cc(NC(=O)COC(=O)C2CC(=O)N(c3ccc(C)c(Cl)c3)C2)no1 (stereo not given)	-2	1	3	0	1	0.9	-12	-2
C[C@@H]1CN([C@H](C)CO)C(=O)c2cccc(NS(=O)(=O)c3ccccc3)c2O[C@@H]1CN(C)C	6[16.7 µM]	-2	0	-1	-1	-15	3	-3
COc1ccc(NC(=O)c2oc3ccccc3c2NC(=O)c2ccco2)cc1	0	/	5	/	-11	/	/	-14
CCC(=O)N1C[C@H]2[C@@H](c3ccccc31)[C@H](CO)N2C(=O)Nc1ccccc1F	-45[16.7 µM]	-1	0	4	2	-0.1	7	-3
CC(NC(=O)CN1C(=O)NC2(CCc3ccccc32)C1=O)c1ccccc1 (stereo not given)	-8	-2	3	-3	0	/	-4	-12
Cc1ccc(C(C)NC(=O)c2ccncc2)c(C)c1 (stereo not given)	-1	0	-2	4	-4	/	-2	-5
O=c1oc2ccccc2cc1C1=Nn2c(nnc2-c2cccnc2)SC1	4	-6	/	-6	4	/	0	/
CC1(c2nnc(-c3cccc(Cl)c3)o2)CC(c2ccccc2)=NO1 (stereo not given)	/	5	/	1	/	0.5	-1	3
CCCC(=O)Nc1ccc(N2CCCCC2)cc1	-3	0	/	-20	-10	/	4	/
O=C(Nc1ccc2c(c1)OCO2)N[C@@H]1CC[C@@H](CCNC(=O)C2CC2)O[C@@H]1CO	-9[16.7 µM]	0	2	0	7	-0.3	-9	1
O=C1NC(=O)C2(COC3(CCCC3)OC2)S1	3	-1	/	5	-1	/	2	/
COc1cc(OC)cc(C(=O)N/N=C/c2ccc(OC)c(COc3ccc4ccccc4c3)c2)c1	-6	4	/	-14	-5	/	4	/
O=C(NCc1nc2ccccc2[nH]1)C1=C[C@@H](c2ccc(C(F)(F)F)cc2)C[C@@H](OCc2ccc(CO)cc2)O1	5	1	/	1	-3	-0.3	-3	/
COC(=O)[C@@]1(Cc2ccccc2)COC(c2ccc(OCCCO)cc2)=N1	/	-7	1	1	2	/	2	-6
CCNC(=O)C[C@@H]1CC[C@H]2[C@H](COc3ccc(NC(=O)c4cscn4)cc3C(=O)N2C)O1	33[16.7 µM]	-1	-1	5	6	0.0	-12	8
COc1ccc(CN(C(=O)c2ccccc2OC)C2CCS(=O)(=O)C2)cc1 (stereo not given)	-7	9	/	/	11	/	-29	/
O=C(Nc1cccn(Cc2c(Cl)cccc2Cl)c1=O)c1c(Cl)cccc1Cl	3	-2	/	-6	/	/	4	/

Screening results from PubChem.
